# Tb PFK block – qHTS Assay to Find Inhibitors of T. brucei phosphofructokinase | ATP-dependent 6-phosphofructokinase (Trypanosoma brucei brucei), O15648 | T. brucei PFK, ADP-Glo luminescence | Potency, µM (doses to about 57.5 µM), for inactives: at the highest dose activity, negative = inhibition, hits mostly inhibitors | 330,000 tested, 0.17% active;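 also: potency is read from the fitted curve at half-maximal effect; 0% = uninhibited 1x PFK enzyme wells and -100% = no-enzyme wells; nearly all actives have a fitted effect of over 60% in size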
#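 Compounds were pin-transferred as a titration series up to 57 uM into substrate buffer (0.5 mM F6P, 0.1 mM ATP, pH 8.0), then 1.25 nM PFK was added and reactions ran 45 min before ADP-Glo detection.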
# ASM inhibitor – Inhibitors of Secretory Acid Sphingomyelinase (S-ASM): qHTS. Sphingomyelin phosphodiesterase (Homo sapiens), P17405. placental ASM, HMU-PC fluorogenic substrate, 60 min. Potency, µM (series often up to 57.5 µM), for inactives: top-dose activity change, negative = inhibition, actives largely listed as inhibitors. 340,000 tested, 0.006% active. AID 504937, 2011; also: potency is read from the fitted curve at half-maximal effect
# Target sequence (P17405 47-631 limits assumed): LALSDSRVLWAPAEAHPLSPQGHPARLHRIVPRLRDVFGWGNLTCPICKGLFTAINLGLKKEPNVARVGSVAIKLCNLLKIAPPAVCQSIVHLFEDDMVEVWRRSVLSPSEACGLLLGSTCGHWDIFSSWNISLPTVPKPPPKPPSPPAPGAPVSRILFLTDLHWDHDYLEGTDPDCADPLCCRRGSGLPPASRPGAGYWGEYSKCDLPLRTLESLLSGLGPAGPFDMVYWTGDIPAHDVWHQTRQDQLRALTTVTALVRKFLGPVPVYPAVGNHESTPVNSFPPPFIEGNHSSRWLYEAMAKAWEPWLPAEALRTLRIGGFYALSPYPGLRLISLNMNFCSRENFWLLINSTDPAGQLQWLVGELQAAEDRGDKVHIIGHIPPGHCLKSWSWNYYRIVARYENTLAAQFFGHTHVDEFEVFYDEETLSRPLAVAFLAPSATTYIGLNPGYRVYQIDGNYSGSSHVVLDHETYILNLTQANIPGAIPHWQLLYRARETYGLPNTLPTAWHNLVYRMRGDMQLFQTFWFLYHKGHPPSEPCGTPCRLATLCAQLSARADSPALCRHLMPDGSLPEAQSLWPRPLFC
#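 Fluorescence read-out (Ex 386 nm, Em 447 nm) after stopping the reaction at pH 10. Enzyme: ASM from human placenta; substrate HMU-PC0, 9 uM final; 60 min, 37 °C. Compound preincubation 10 min, ambient temperature.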
# Eya2 inh – qHTS Assay for Inhibitors of the Phosphatase Activity of Eya2 | recombinant Eya2, OMFP fluorescence dephosphorylation (OMFP is methylfluorescein phosphate) | 330,000 tested, 0.006% active | Potency, µM (titrated, usually from 76.9 µM), for the others: at the highest dose activity, negative = inhibition, actives largely listed as inhibitors | Protein phosphatase EYA2 (Homo sapiens), O00167 | AID 488837, 2010; also: potency is read from the fitted curve at half-maximal effect; % is scaled to controls: 0 for no effect and ±100 for the full control effect
#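 Eya2 protein (added as 0.2 uM solution) was preincubated with compound for 10 min at ambient temperature in 50 mM HEPES pH 7.5, 50 mM NaCl, 5 uM MgCl2, 0.05% BSA, 1 mM DTT. OMFP (added at 50 uM) then reacted 10 min; fluorescence read at 485/525 nm.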
# TSG101-PTAP inh – qHTS Assay for Iinhibitors of HIV-1 Budding by Blocking the Interaction of PTAP/TSG101; Tumor susceptibility gene 101 protein (Homo sapiens), Q99816; Fluorescence polarization, FITC-PTAP peptide / Tsg101 binding; Potency, µM (highest dose often 115 µM), for inactives: at the top dose activity change, negative = inhibition, most hits filed as inhibitors; 340,000 tested, under 10 active; AID 493005, 2010; active = well fitted inhibition curve with a large enough effect in the main read-out, with a control signal flat, not every such curve was filed as active; inconclusive = small, poorly fitted or top-dose-only effect, or effect the other way, or a change in a side signal; inactive = no such curve, though single readings can be large or run the other way; also: potency is read from the fitted curve at half-maximal effect; % of control where 0% means no effect
# Target sequence (Q99816 whole entry, looked up): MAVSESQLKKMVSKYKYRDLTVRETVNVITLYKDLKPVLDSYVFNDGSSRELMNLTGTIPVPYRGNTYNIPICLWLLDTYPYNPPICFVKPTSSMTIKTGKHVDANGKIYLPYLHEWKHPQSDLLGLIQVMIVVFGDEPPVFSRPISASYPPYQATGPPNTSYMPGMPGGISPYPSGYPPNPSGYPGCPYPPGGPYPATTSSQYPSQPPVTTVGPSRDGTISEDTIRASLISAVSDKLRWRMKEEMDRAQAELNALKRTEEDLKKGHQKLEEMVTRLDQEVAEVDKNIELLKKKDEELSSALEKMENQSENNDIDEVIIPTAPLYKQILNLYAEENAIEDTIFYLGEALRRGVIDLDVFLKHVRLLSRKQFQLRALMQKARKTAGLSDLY
#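 Fluorescence polarization binding of Tsg101 binding domain (10 uM final) to FITC-labeled PTAP peptide (50 nM final) in HEPES pH 7.5 buffer with NaCl, Tween 20, EDTA, TCEP. Compounds added before peptide; binding 20 min at RT.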
# ELG1 repair inh – qHTS screen for small molecules that inhibit ELG1-dependent DNA repair in human embryonic kidney (HEK293T) cells expressing luciferase-tagged ELG1; HEK293T ELG1-luciferase reporter, luminescence, 16 h; DNA damage induced by 5-fluorouridine; Potency, µM (titrated, usually from 46.1 µM), inactives show at the highest dose activity change, negative = inhibition, most hits filed as inhibitors; 330,000 tested, 2.3% active; also: potency is read from the fitted curve at half-maximal effect; % is scaled to controls: 0 for no effect and ±100 for the full control effect; nearly all actives have a fitted effect of over 55% in size
#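 In this reporter screen, reduction of luminescence relative to DMSO vehicle indicated activity. Compounds and 5-fluorouridine were added together to 2,000 cells per well, incubated for 16 hr at 37 °C, then developed with ONE-Glo.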
# a7 integrin act – qHTS for Activators of Integrin-Mediated Alleviation for Muscular Dystrophy | alpha7betagal myoblasts, beta-gal FDG fluorescence, 48 h | Potency, µM (doses to about 38.3 µM), for the others: at the highest dose activation, actives largely listed as activators | 350,000 tested, 0.064% active | AID 624291, 2012;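 also: potency is read from the fitted curve at half-maximal effect; 100% = response of the positive control SU9516; nearly all actives have a fitted effect of over 60% in size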
#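 alpha7betagal+/- myoblasts (passage 13, 250/well) treated 48 h at 37C with compounds at 1:260 dilution of DMSO stock. Lysed, then beta-galactosidase activity read as FDG fluorescence (ex 480/em 540) after 30 min, with pre-read for autofluorescence.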
# AT treatment – qHTS Assay for Identifying a Potential Treatment of Ataxia-Telangiectasia; 320,000 tested, 0.19% active; […] A-T fibroblasts, KAP-1 phosphorylation AlphaLISA; neocarzinostatin DNA damage 30 min before lysis; AID 485349, 2010; Potency, µM (titrated, usually from 57.5 µM), for the others: top-dose activation, actives largely listed as activators; also: potency is read from the fitted curve at half-maximal effect; % of control where 0% means no effect; nearly all actives have a fitted effect of over 45% in size
#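 ATM-like activity read as KAP-1 phosphorylation via AlphaLISA donor/acceptor antibody pairs after lysis and 6 hr at 25C. Cells were ATM-null patient fibroblasts ([…], hTERT), dosed 60 min, then exposed to the DSB inducer NCS for 30 min.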
# TCR act – Activators of T cell receptors: qHTS campaign; 330,000 tested, under 10 active; Potency, µM (titrated, usually from 9.22 µM), inactives show at the top dose activation of IL-2 secretion, usual class: activators; primary human leukocytes, anti-CD3, IL-2 HTRF, 48 h; also: % of control where 0% means no effect
#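 Human primary leukocytes + a-CD3 beads + cpd, 48 hr; IL-2 in supernatant by HTRF (ex 320nm / em 665nm). No co-stimulatory signal supplied.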
# BCR signal inh – qHTS Assay to Find Inhibitors of Chronic Active B-Cell Receptor Signaling; ABC-DLBCL IkBa-CBG/CBR reporter, luminescence ratio, 4 h; Potency, µM (titrated, usually from 46.1 µM), inactives show top-dose ratio change, negative = lower green/red ratio, actives largely listed as inhibitors; 340,000 tested, 0.05% active; active = well fitted inhibition curve with a large enough effect in the signal ratio, with a control signal flat, not every such curve was filed as active; inconclusive = small, poorly fitted or top-dose-only effect, or effect the other way, or a change in a side signal; the % refers to the signal ratio;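 also: potency is read from the fitted curve at half-maximal effect; plate controls were basal doxycycline-induced cells for no effect and cells given 10 µM MG132 for full effect; MG132 reads +100%, hits lower the ratio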
#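 Cell line TMD8 (human ABC DLBCL), stably expressing tet-inducible CBG68-IkBa fusion and CBR; IMDM/0.5% FBS; cpd up to 46 uM; dox induction, 4 h, 37C/5% CO2; dual luminescence; green/red ratio; MG132 control.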
# Mito fusion yeast – qHTS Assay for Small Molecule Inhibitors of Mitochondrial Division or Activators of Mitochondrial Fusion. S. cerevisiae fusion-defective mutant growth rescue, CellTiterGlo 48 h. Potency, µM (doses to about 46.1 µM), for inactives: at the highest dose growth rescue (activation), usual class: activators. 320,000 tested, 0.23% active. AID 485298, 2010;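 also: potency is read from the fitted curve at half-maximal effect; % of control where 0% means no effect; nearly all actives have a fitted effect of over 45% in size; temperature-sensitive fusion mutants such as fzo1-1 at 37 °C on non-fermentable ethanol glycerol medium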
#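 Read-out: ATP-based luminescence (CellTiterGlo, 10 min ambient) reporting growth of fusion-defective ts yeast after 48 hours at 37C on glycerol/ethanol YPEG medium in the presence of compound.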
# TSHR antagonist – Antagonists of the Thyroid Stimulating Hormone Receptor: HTS campaign. 330,000 tested, 0.2% active. Thyrotropin receptor (Homo sapiens), P16473. activity change, negative = inhibition, % at 11.5 µM. TSHR-expressing cells, TSH-stimulated cAMP HTRF, 2 h; active compounds read low;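 active = activity change below a set negative limit, meaning inhibition stronger than a set level, cut at about -70% in these data; inconclusive = activity change between two set negative limits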; also: % is scaled to controls: 0 for no effect and ±100 for the full control effect
#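 Cell-based HTRF cAMP assay; TSHR cells + compound, TSH EC80 (4nM final), 2 h, 37 deg C. Lysis with anti-cAMP cryptate and cAMP-d2, 30 min RT, read 665/620 nm.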
# The depositor's hits bear a star; ? = inconclusive; . = not tested or not shown; [ ] = remark or other dose. Unless noted, calls follow the shape of the dose curve; as a rule, active = well fitted curve in the direction sought with a large enough effect; inconclusive = small, poorly fitted or top-dose-only effect, or another doubt; inactive = no such curve, though single readings can be large; an effect the other way counts as inactive or inconclusive.
SMILES,Tb PFK block,ASM inhibitor,Eya2 inh,TSG101-PTAP inh,ELG1 repair inh,a7 integrin act,AT treatment,TCR act,BCR signal inh,Mito fusion yeast,TSHR antagonist
CC(C)CCNC(=O)CCCOc1ccccc1,-3%,-1%,5%,5%,9%,-6%,.,7%,?,1%,12
CN1CCN(C(=S)Nc2cc([N+](=O)[O-])ccc2Cl)CC1,-1%,3%,1%,-3%,3%,1%,-9%,-9%[46.1 µM],6%,0%,0
Cc1ccc(SCCN)cc1C,-2%,0%,-4%,0%,15%,0%,0%,.,3%,22%,12
CCCCNS(=O)(=O)c1ccc2nc(SCC(=O)c3ccc(C#N)cc3)[nH]c2c1,-3%,-3%,-3%,1%,-2%,20%,12%,3%,?,4%,-8
COc1ccc(N2C(=O)CC(NC34CC5CC(CC(C5)C3)C4)C2=O)c(OC)c1 (stereo not drawn),4%,-1%,3%,3%,16%,-10%,-1%,2%,-2%,-3%,-9
CCSc1nc2ccccc2n1S(=O)(=O)c1ccccc1,1%,4%,8%,1%,29%,3%,6%,-1%,-2%,5%,-4
COc1cc(NS(=O)(=O)c2cccc3nsnc23)cc(OC)c1,2%,3%,-1%,1%,7%,3%,3%,0%,-28%,3%,-5
O=C(COC(=O)c1cccc(Br)c1)NCCc1ccc(F)cc1,1%,-6%,2%,-9%,3%,?,.,-4%[46.1 µM],1%,7%,24
Cn1cc(Br)c(C(=O)NC(=S)Nc2ccc(S(N)(=O)=O)cc2)n1,1%,-4%,7%,0%,14%,-12%,0%,-5%,-2%,-10%,-3
CNC(=O)NC1CCCCc2sccc21 (stereo not drawn),3%,3%,0%,1%,5%,5%,20%,-4%,-1%,-10%,15
CC(C)[C@H](NS(=O)(=O)c1ccc2c(c1)OCCO2)C(=O)OCC(=O)Nc1ccccc1,-7%,4%,-3%,0%,?,25%,4%,6%,?,-2%,-1
COc1ccc(/C=C2/SC(=S)NC2=O)cc1OCc1ccccc1,-1%,-7%,-21%,-4%,?,-9%,-6%,.,12%,4%,-41
Cc1cccc(NC(=O)CSc2nc3c(oc4ccccc43)c(=O)n2-c2ccccc2)c1,0%,-10%,12%,-4%,-16%,21%,4%,3%[46.1 µM],?,14%,-7
O=C(CSc1nnc(-c2ccccc2F)o1)NC(=O)Cc1ccccc1,0%,0%,4%,-7%,-2%,-10%,-2%,-1%,-1%,3%,-17
O=C(C1CCCN(S(=O)(=O)c2cccnc2)C1)N1CCN(c2ccccn2)CC1 (stereo not drawn),-8%,3%,2%,1%,?,9%,-2%,0%[46.1 µM],-1%,-6%,13

# Five entries from above, with two lines to a compound.
# Every second line gives: Tb PFK block | ASM inhibitor | Eya2 inh | TSG101-PTAP inh | ELG1 repair inh | a7 integrin act | AT treatment | TCR act | BCR signal inh | Mito fusion yeast | TSHR antagonist
COc1ccc(N2C(=O)CC(NC34CC5CC(CC(C5)C3)C4)C2=O)c(OC)c1 (stereo not drawn)
  4% | -1% | 3% | 3% | 16% | -10% | -1% | 2% | -2% | -3% | -9
O=C(COC(=O)c1cccc(Br)c1)NCCc1ccc(F)cc1
  1% | -6% | 2% | -9% | 3% | ? | . | -4%[46.1 µM] | 1% | 7% | 24
O=C(CSc1nnc(-c2ccccc2F)o1)NC(=O)Cc1ccccc1
  0% | 0% | 4% | -7% | -2% | -10% | -2% | -1% | -1% | 3% | -17
Cn1cc(Br)c(C(=O)NC(=S)Nc2ccc(S(N)(=O)=O)cc2)n1
  1% | -4% | 7% | 0% | 14% | -12% | 0% | -5% | -2% | -10% | -3
CCCCNS(=O)(=O)c1ccc2nc(SCC(=O)c3ccc(C#N)cc3)[nH]c2c1
  -3% | -3% | -3% | 1% | -2% | 20% | 12% | 3% | ? | 4% | -8

# (list continues)
SMILES,Tb PFK block,ASM inhibitor,Eya2 inh,TSG101-PTAP inh,ELG1 repair inh,a7 integrin act,AT treatment,TCR act,BCR signal inh,Mito fusion yeast,TSHR antagonist
Cc1ccccc1C1NC(c2ccccc2C)C(C)C(=O)C1C (stereo not drawn),-10%,-3%,-7%,0%,4%,-46%,-9%,-4%,16%,15%,1
CCN(CC)S(=O)(=O)N1CCC(C(=O)NCC2COc3ccccc3O2)CC1 (stereo not drawn),-5%,4%,-4%,-11%,?,-14%,-1%,-9%[46.1 µM],0%,1%,9
COc1cc(/C=N/NC(=O)CSc2nc3ccccc3n2C)cc(OC)c1OC,2%,3%,2%,-1%,?,24%,3%,4%[46.1 µM],0%,-5%,-6
C/C(N)=C(/C#N)C(=O)COC(=O)Cc1coc2cc(C)ccc12,-7%,3%,10%,1%,-6%,-11%,-3%,0%,1%,1%,-3
N#Cc1nc(COc2ccccc2)oc1N1CCOCC1,0%,4%,5%,-6%,?,17%,-10%,-5%,?,-1%,-1
COC(=O)CCS(=O)(=O)c1ccc(NC(C)=O)cc1,1%,0%,1%,-5%,18%,-7%,.,.,13%,-1%,6
Cc1cc(C)nc(NS(=O)(=O)c2ccc(NC(=S)NC(=O)C3CCCC3)cc2)n1,-16%,8%,6%,-6%,12%,3%,0%,1%,-16%,2%,-12
COC(=O)/C(=C\C(=O)c1ccccc1)Nc1ccc(OC)cc1,-2%,-16%,-4%,0%,14%,-1%,-4%,2%,-27%,6%,-7
Cc1c(OCC(=O)C(C)(C)C)ccc2c3c(c(=O)oc12)CCCC3,0%,6%,0%,1%,-28%,24%,1%,2%,1%,1%,19
CCOC(=O)N1CCN(S(=O)(=O)N2CCCC(C(=O)NCc3ccc(OC)cc3OC)C2)CC1 (stereo not drawn),-7%,1%,-7%,0%,?,0%,14%,-8%,?,-1%,5
C=C[C@H]1C(O[C@@H]2O[C@H](CO)[C@@H](O)[C@H](O)[C@H]2O)OC=C2C(=O)N3CCc4cc(OC)c(O)cc4[C@H]3C[C@H]21 (stereo partly drawn),-1%,3%,0%,-4%,6%,15%,-1%,5%,1%,.,-1
Cc1cc(C)n2nc(C(=O)N/N=C/C=C/c3ccccc3)nc2n1,-10%,-2%,-8%,-1%,0%,-12%,8%,0%,8%,8%,-2
CC(O)c1cc2c(s1)c1cnn(Cc3ccccc3F)c(=O)c1n2C (stereo not drawn),0%,-7%,-17%,-5%,16%,.,0%,-2%,?,.,19
CCc1[nH]nc(C(=O)N2CCCC(C(=O)c3cccc(C(F)(F)F)c3)C2)c1C (stereo not drawn),11%,0%,-4%,0%,1%,-39%,-4%,7%,-2%,-1%,27
CCCCCCSc1ccc(-c2nc3ccc(C)cn3c2NC2CCCCC2)cc1,-3%,.,13%,-3%,4%,0%,28%,3%,-12%,-11%,2
CC(C)CNC(=O)c1ccc(COc2ccc(Cl)cc2Cl)o1,-2%,-11%,-11%,-3%,10%,0%,0%,-1%,-1%,-2%,24
Nn1c(SC/C=C/c2ccccc2)nnc1-c1cccnc1,-12%,-2%,-13%,-7%,7%,-17%,2%,4%,-2%,7%,6
COc1ccc(-c2cc(C(=O)N3CC(C)CC(C)C3)c3ccccc3n2)cc1 (stereo not drawn),2%,34%[activator],7%,-11%,-1%,-29%,12%,-1%,-5%,?,39
O=c1c(Cc2ccc(F)cc2)c(O)ccn1C1CCCCC1,-2%,0%,-7%,-1%,-1%,-12%,3%,-2%,?,28%,-1

# Compounds as they come; about 3.2% have a hit in one of these screens.
